Assay outcomes deposited in PubChem by several laboratories.
AID2073: disruptors of CaV2.2 binding to Mint1 – biochemical, HTRF (AID 2073) | hit rate 0.19% among 290,000 | inhibition, % at 20 µM; hits with a dose series show IC50 in µM | HTRF protein-protein interaction, Mint1-CaV2.2; higher % means a stronger effect; in the data active = inhibition mostly above about 51%, no sharp cut-off; note: some results filed as inactive read as strong as hits
HIV peptide binding: cell-free HIV fusion peptide-binding blockers – biochemical, uHTS, fluorescence dequenching, primary screen (AID 1986); cell-free peptide binding, fluorescence dequenching, 30 min; higher % means a stronger effect; one-dose inhibition, % at 20 µM; IC50 in µM for titrated hits; hit rate 0.3% among 290,000; in the data active = inhibition mostly above about 52%, no sharp cut-off; inactive = mostly below about 76%; note: some results filed as inactive read as strong as hits
HEK293 NOD2/NF-kB: NOD2 signaling inhibitors, cell-based, luminescence, uHTS, HEK293 (AID 1566). HEK293 NOD2/NF-kB luciferase reporter, luminescence; higher % means a stronger effect. one-dose inhibition, % at 4 µM; EC50 in µM for titrated hits. hit rate 0.63% among 290,000; note: many of its hits are not listed in these tables
Lipid droplet: modulators of hepatic lipid droplet formation; AML12 mouse hepatocytes, oleate lipid droplets, BODIPY imaging; hit rate 0.4% among 240,000; inhibition, % at 6.5 µM;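 active = lipid droplet intensity inhibited by at least 50%, with more than 500 cells counted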
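Assay system: AML12 mouse liver cells | Compound: 6.5 µM single-point dosing | Schedule: Overnight exposure | Technique: Fluorescence imaging, 20x objective, two fields per well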
LYP phosphatase: PTPN22 lymphoid phosphatase activity blockers – biochemical, fluorescence intensity, uHTS (AID 1779) | recombinant LYP phosphatase, fluorescence intensity; higher % means a stronger effect | inhibition, % at 11.5 µM; hits with a dose series show IC50 in µM | hit rate 0.054% among 290,000;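 note: plate controls were vehicle with enzyme for no effect and no enzyme for full effect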
Myeloid diff MLP: myeloid differentiation induction. calls only at 10 µM. ER-HoxA9 myeloid progenitors, lysozyme-GFP differentiation, flow cytometry. hit rate 1% among 360,000. AID 624256;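 active = normalized GFP-positive differentiation at or above the plate's own cutoff, the solvent-only control mean plus 3 SD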;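 note: cells exposed to compound for four days before flow analysis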
XIAP displacement: XIAP antagonists, biochemical, IAP family, fluorescence polarization (AID 1018) | XIAP BIR domain, fluorescence polarization peptide displacement; higher % means a stronger effect | displacement, % at 20 µM; hits with a dose series show IC50 in µM | hit rate 0.007% among 200,000; in the data active = displacement above about 50%; note: a part of the inactive calls stands beside numbers as strong as those of hits
NS5 inhibitors: Dengue-2 NS5 methyltransferase inhibitors, primary screen, biochemical, confirmation dose response (AID 588689); Dengue-2 NS5 methyltransferase capping enzyme assay, biochemical; higher % means a stronger effect; one-dose inhibition, % at 25 µM; IC50 in µM for titrated hits; hit rate 0.3% among 340,000; in the data active = a potency from the dose series
Siah-1 displacement: Siah-1 peptide-binding antagonists, primary screen, biochemical, fluorescence polarization, rhodamine-plectin, uHTS (AID 1817) | Siah-1 / rhodamine-plectin peptide fluorescence polarization; higher % means a stronger effect | one-dose displacement, % at 20 µM; IC50 in µM for titrated hits | hit rate 0.02% among 290,000;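 active = displacement of at least 50% at 20 µM, with a fluorescence ratio check between 0.3 and a set limit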;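 note: plate controls were Siah plus tracer with DMSO for no effect and tracer alone without Siah for full effect; strong numbers were not always called active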
Lipid droplet cells 6.5 µM: also measured in Lipid droplet; calls as there; cell count; measured here: cell count, cytotoxicity flag;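 cells counted across two imaged fields per well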
Myeloid diff MLP GFP+ MAC1+ %: recorded beside Myeloid diff MLP, whose call it bears; GFP+ MAC1+ double positive, %; measured here: differentiation confirmed by MAC1 staining
Active calls of the source: *. Cut-off read from the data, not from the text of the source, unless noted: active = inhibition above about 50%; inactive = the rest. A portion of the library; count on the stated rates, not on these rows.

Screening CN1C(=O)C(CC(=O)N2CCN(C(c3ccccc3)c3ccccc3)CC2)N(C)C1=O (centres undefined) returned AID2073 -2%, HIV peptide binding 3.6%, HEK293 NOD2/NF-kB 11%, Lipid droplet -2, LYP phosphatase 0%, Myeloid diff MLP inactive, XIAP displacement -6.7%, NS5 inhibitors -2%, Siah-1 displacement 5%, Lipid droplet cells 6.5 µM 683 and Myeloid diff MLP GFP+ MAC1+ % 0.6.
Cc1cc(NC(=O)C(C)Oc2ccccc2)no1 (centres undefined) was read as AID2073 -4%, HIV peptide binding -0.4%, HEK293 NOD2/NF-kB -9%, Lipid droplet 7, LYP phosphatase -4%, Myeloid diff MLP inactive, NS5 inhibitors 1%, Siah-1 displacement 0%, Lipid droplet cells 6.5 µM 830 and Myeloid diff MLP GFP+ MAC1+ % 0.3.
For COC1CC(C)NC(=S)N1 (centres undefined) the results were AID2073 4%, HIV peptide binding -0.9%, HEK293 NOD2/NF-kB 1%, Lipid droplet -7, LYP phosphatase 2%, Myeloid diff MLP inactive, NS5 inhibitors -2%, Siah-1 displacement -5%, Lipid droplet cells 6.5 µM 714 and Myeloid diff MLP GFP+ MAC1+ % 0.8.
`Cc1cc(C(=O)NN)n[nH]1` gave AID2073 13%, HIV peptide binding -2.1%, HEK293 NOD2/NF-kB 10%, Lipid droplet 7, LYP phosphatase -2%, Myeloid diff MLP inactive, NS5 inhibitors -2%, Siah-1 displacement 5%, Lipid droplet cells 6.5 µM 750 and Myeloid diff MLP GFP+ MAC1+ % 0.8.
For Cc1[nH]c(=O)[nH]c(=O)c1S(=O)(=O)Nc1ccc(Br)cc1F the results were AID2073 18%, HIV peptide binding -0.7%, HEK293 NOD2/NF-kB 19%, Lipid droplet -6, LYP phosphatase -7%, Myeloid diff MLP inactive, NS5 inhibitors 0%, Siah-1 displacement -4%, Lipid droplet cells 6.5 µM 783 and Myeloid diff MLP GFP+ MAC1+ % 0.9.
Screening CCOC(=O)CNc1ccc(C(=O)OCC)cc1[N+](=O)[O-] returned AID2073 1%, HIV peptide binding 0.7%, HEK293 NOD2/NF-kB 8%, Lipid droplet 4, LYP phosphatase 0%, Myeloid diff MLP inactive, XIAP displacement -2.8%, NS5 inhibitors -9%, Siah-1 displacement 0%, Lipid droplet cells 6.5 µM 676 and Myeloid diff MLP GFP+ MAC1+ % 0.0.
C=CCOc1ccc(/C=N/Nc2ccccn2)cc1OC was read as AID2073 -17%, HIV peptide binding -1.6%, HEK293 NOD2/NF-kB -94%, Lipid droplet 2, LYP phosphatase 0%, Myeloid diff MLP inactive, XIAP displacement -7.6%, NS5 inhibitors -3%, Siah-1 displacement 3%, Lipid droplet cells 6.5 µM 653 and Myeloid diff MLP GFP+ MAC1+ % 0.2.
C=CCN(c1ccccc1)S(=O)(=O)c1cccc(C(=O)N2CC(C)CC(C)C2)c1 (centres undefined) was read as AID2073 -2%, HIV peptide binding -0.1%, HEK293 NOD2/NF-kB 35%, Lipid droplet -3, LYP phosphatase -6%, Myeloid diff MLP inactive, NS5 inhibitors -6%, Siah-1 displacement -2%, Lipid droplet cells 6.5 µM 796 and Myeloid diff MLP GFP+ MAC1+ % 0.6.
COc1ccc(C2CC(c3ccc(F)cc3)=NN2c2ccccc2)cc1OC (centres undefined) was read as AID2073 10%, HIV peptide binding 17%, HEK293 NOD2/NF-kB -3%, Lipid droplet 2, LYP phosphatase -4%, NS5 inhibitors -12%, Siah-1 displacement -2% and Lipid droplet cells 6.5 µM 821.
For COc1ccc(/C=C/C(=O)N(C)C2CCCCC2)cc1Br the results were AID2073 -2%, HIV peptide binding 0.8%, HEK293 NOD2/NF-kB -26%, Lipid droplet 11, LYP phosphatase 0%, Myeloid diff MLP inactive, XIAP displacement -26%, NS5 inhibitors -10%, Siah-1 displacement 14%, Lipid droplet cells 6.5 µM 687 and Myeloid diff MLP GFP+ MAC1+ % 1.1.
Cc1ccc(C2=N/C(=C\c3ccc(OS(=O)(=O)c4ccc(C)cc4)cc3)C(=O)O2)cc1 was read as AID2073 -1%, HIV peptide binding 24%, HEK293 NOD2/NF-kB 10%, Lipid droplet -2, LYP phosphatase 8%, Myeloid diff MLP inactive, XIAP displacement -4.7%, NS5 inhibitors 0%, Siah-1 displacement 7%, Lipid droplet cells 6.5 µM 531 and Myeloid diff MLP GFP+ MAC1+ % 3.5.
For Cn1cc(CNC(=O)c2cc(-c3ccc(Br)cc3)nc3ccccc23)cn1 the results were AID2073 -1%, HIV peptide binding -1.2%, HEK293 NOD2/NF-kB 5%, Lipid droplet -2, LYP phosphatase -1%, Myeloid diff MLP inactive, XIAP displacement -5.9%, NS5 inhibitors -2%, Siah-1 displacement -4%, Lipid droplet cells 6.5 µM 708 and Myeloid diff MLP GFP+ MAC1+ % 0.3.

3 neighbouring entries from above, quoted:
Cc1cc(NC(=O)C(C)Oc2ccccc2)no1 (centres undefined) was read as AID2073 -4%, HIV peptide binding -0.4%, HEK293 NOD2/NF-kB -9%, Lipid droplet 7, LYP phosphatase -4%, Myeloid diff MLP inactive, NS5 inhibitors 1%, Siah-1 displacement 0%, Lipid droplet cells 6.5 µM 830 and Myeloid diff MLP GFP+ MAC1+ % 0.3.
For COC1CC(C)NC(=S)N1 (centres undefined) the results were AID2073 4%, HIV peptide binding -0.9%, HEK293 NOD2/NF-kB 1%, Lipid droplet -7, LYP phosphatase 2%, Myeloid diff MLP inactive, NS5 inhibitors -2%, Siah-1 displacement -5%, Lipid droplet cells 6.5 µM 714 and Myeloid diff MLP GFP+ MAC1+ % 0.8.
`Cc1cc(C(=O)NN)n[nH]1` gave AID2073 13%, HIV peptide binding -2.1%, HEK293 NOD2/NF-kB 10%, Lipid droplet 7, LYP phosphatase -2%, Myeloid diff MLP inactive, NS5 inhibitors -2%, Siah-1 displacement 5%, Lipid droplet cells 6.5 µM 750 and Myeloid diff MLP GFP+ MAC1+ % 0.8.

Next part.
`O=C(c1ccccc1)c1ccc(-n2cnnc2)c([N+](=O)[O-])c1` gave AID2073 13%, HIV peptide binding 1.5%, HEK293 NOD2/NF-kB 6%, Lipid droplet 6, LYP phosphatase -11%, Myeloid diff MLP inactive, NS5 inhibitors -4%, Siah-1 displacement 9%, Lipid droplet cells 6.5 µM 711 and Myeloid diff MLP GFP+ MAC1+ % 0.6.
For COc1cccc(/C=C/C(=O)OCC(=O)Nc2ccc(S(=O)(=O)N3CCCC3)cc2)c1 the results were AID2073 6%, HIV peptide binding -2.4%, HEK293 NOD2/NF-kB -2%, Lipid droplet -4, LYP phosphatase -3%, Myeloid diff MLP inactive, XIAP displacement -12%, NS5 inhibitors 1%, Siah-1 displacement -7%, Lipid droplet cells 6.5 µM 659 and Myeloid diff MLP GFP+ MAC1+ % 1.0.
For Cc1ccc(-n2cc(CNC(C)Cn3cncn3)c(-c3ccc(F)cc3)n2)cc1 (centres undefined) the results were AID2073 -13%, HIV peptide binding -0.3%, HEK293 NOD2/NF-kB -4%, Lipid droplet -5, LYP phosphatase -5%, Myeloid diff MLP inactive, XIAP displacement -4.7%, NS5 inhibitors 1%, Siah-1 displacement -3%, Lipid droplet cells 6.5 µM 644 and Myeloid diff MLP GFP+ MAC1+ % 0.0.
Cc1ccccc1OCCSc1nc2ncnc(N)c2[nH]1 was read as AID2073 9%, HIV peptide binding -0.7%, HEK293 NOD2/NF-kB -7%, Lipid droplet 1, LYP phosphatase -2%, Myeloid diff MLP inactive, XIAP displacement -6.5%, NS5 inhibitors -11%, Siah-1 displacement 2%, Lipid droplet cells 6.5 µM 672 and Myeloid diff MLP GFP+ MAC1+ % 0.5.
`Cc1ccccc1N=C1NC(=O)/C(=C/c2cccn2-c2cccc(C(=O)O)c2)S1` gave AID2073 22%, HIV peptide binding 11µM*, HEK293 NOD2/NF-kB 11%, Lipid droplet 15, LYP phosphatase 9%, XIAP displacement -15%, Siah-1 displacement 26% and Lipid droplet cells 6.5 µM 717.
CCN(CC)C(=O)CSc1nnc2c3ccccc3n(C)c2n1 was read as AID2073 -6%, HIV peptide binding 0.9%, HEK293 NOD2/NF-kB 3%, Lipid droplet 9, LYP phosphatase -12%, NS5 inhibitors 0%, Siah-1 displacement 0% and Lipid droplet cells 6.5 µM 808.
`CCOC(=O)N1CCC(NC(=O)c2cc3sccc3n2CC)CC1` gave AID2073 4%, HIV peptide binding -1.6%, HEK293 NOD2/NF-kB -3%, LYP phosphatase -5%, Myeloid diff MLP inactive, XIAP displacement -4.8%, NS5 inhibitors -5%, Siah-1 displacement -2% and Myeloid diff MLP GFP+ MAC1+ % 9.5.
Screening O=C(NC(CO)c1ccccc1)c1ccco1 (centres undefined) returned AID2073 5%, HIV peptide binding 4.2%, HEK293 NOD2/NF-kB 2%, Lipid droplet 14, LYP phosphatase -10%, Myeloid diff MLP inactive, XIAP displacement -1.0%, NS5 inhibitors -6%, Siah-1 displacement 2%, Lipid droplet cells 6.5 µM 795 and Myeloid diff MLP GFP+ MAC1+ % 0.5.
O=C(CSc1nnc(NC(=O)c2ccccc2Cl)s1)NC1CC1 was read as AID2073 -8%, HIV peptide binding 0.2%, HEK293 NOD2/NF-kB -20%, Lipid droplet 4, LYP phosphatase 0%, Myeloid diff MLP inactive, NS5 inhibitors 1%, Siah-1 displacement 2%, Lipid droplet cells 6.5 µM 756 and Myeloid diff MLP GFP+ MAC1+ % 1.2.
CC(=O)NN1C(=O)c2ccccc2NC1c1ccc([N+](=O)[O-])o1 (centres undefined) was read as AID2073 4%, HIV peptide binding 1.8%, HEK293 NOD2/NF-kB 16%, Lipid droplet -2, LYP phosphatase -3%, Myeloid diff MLP inactive, XIAP displacement -5.8%, NS5 inhibitors -8%, Siah-1 displacement -2%, Lipid droplet cells 6.5 µM 761 and Myeloid diff MLP GFP+ MAC1+ % 0.5.
`Cc1cc(SCCC(=O)O)nc2c(C)cccc12` gave AID2073 35%, HIV peptide binding -2.3%, HEK293 NOD2/NF-kB 26%, Lipid droplet 18, LYP phosphatase -6%, Myeloid diff MLP inactive, XIAP displacement -7.5%, NS5 inhibitors -4%, Siah-1 displacement 1%, Lipid droplet cells 6.5 µM 813 and Myeloid diff MLP GFP+ MAC1+ % 1.3.
For S=C1NCN(Cc2ccccc2)CN1C1CCCCC1 the results were AID2073 1%, HIV peptide binding -0.5%, HEK293 NOD2/NF-kB -1%, Lipid droplet -6, LYP phosphatase -3%, Myeloid diff MLP inactive, XIAP displacement -0.8%, NS5 inhibitors -17%, Siah-1 displacement 22%, Lipid droplet cells 6.5 µM 723 and Myeloid diff MLP GFP+ MAC1+ % 0.3.
For CCN1CCC(CNCc2cn(-c3ccc(OC)cc3)nc2-c2ccccc2Cl)C1 (centres undefined) the results were AID2073 -10%, HIV peptide binding 2.9%, HEK293 NOD2/NF-kB -12%, Lipid droplet -21, LYP phosphatase -9%, Myeloid diff MLP inactive, XIAP displacement 1.7%, NS5 inhibitors -5%, Siah-1 displacement -2%, Lipid droplet cells 6.5 µM 564 and Myeloid diff MLP GFP+ MAC1+ % 0.2.
